Bioassay records: PubChem, National Center for Advancing Translational Sciences (NCATS)
TRHR agonist – agonists of human TRH receptor; AID 493084; P34981; TRHR cells, calcium flux fluo-8, FDSS agonist mode; actives 0.18% (n = 360,000); activation, % at 2 µM; also: 0% is about no effect
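Read-out: compound-evoked intracellular calcium rise in TRHR cells, fluo-8 dye, kinetic FDSS fluorescence at 1 s/cycle following a 10-cycle baseline. Cells cultured overnight before dye loading (30 min–1.5 h, RT).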
TRHR PAM – TRH receptor (human) allosteric enhancement | AID 493056 | TRHR cells, fluo-8 calcium fluorescence, EC20 TRH enhancement | actives 0.66% (n = 360,000) | P34981 | enhancement, % at 2 µM; in the data active = enhancement above about 30%; also: 0% is about no effect
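Enhancer read-out: after compound pinning and an initial kinetic agonist-mode read, an EC20 of TRH (10 nM final) was injected and fluo-8 calcium signal (Ex 480/Em 530) followed at 1 s/cycle for 100 cycles in TRHR-expressing cells.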
D2 antagonist – antagonizes the human D2 dopamine receptor | HEK293 TREx D2 cells, calcium flux, dopamine EC80 | inhibition, % at 10 µM | actives 2% (n = 340,000); in the data active = inhibition above about 30%; also: 0% is about no effect
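Cells plated overnight at 30 C with tetracycline; no-wash calcium dye, 30–90 min RT; 10 s baseline; compound pinned; 180 s read; EC80 dopamine added; another 180 s read.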
RXFP1 antagonist – antagonists of human relaxin receptor RXFP1; Q9HBX9; HEK293-RXFP1, relaxin-stimulated cAMP HTRF, 30 min; stronger effect = lower value; activity change, negative = inhibition, % at 57.5 µM; actives 0.59% (n = 350,000);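 active = activity change of -60% or lower, but not beyond a set lower limit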; also: % is scaled to controls: 0 for no effect and ±100 for the full control effect
Target sequence (Q9HBX9 whole entry, looked up): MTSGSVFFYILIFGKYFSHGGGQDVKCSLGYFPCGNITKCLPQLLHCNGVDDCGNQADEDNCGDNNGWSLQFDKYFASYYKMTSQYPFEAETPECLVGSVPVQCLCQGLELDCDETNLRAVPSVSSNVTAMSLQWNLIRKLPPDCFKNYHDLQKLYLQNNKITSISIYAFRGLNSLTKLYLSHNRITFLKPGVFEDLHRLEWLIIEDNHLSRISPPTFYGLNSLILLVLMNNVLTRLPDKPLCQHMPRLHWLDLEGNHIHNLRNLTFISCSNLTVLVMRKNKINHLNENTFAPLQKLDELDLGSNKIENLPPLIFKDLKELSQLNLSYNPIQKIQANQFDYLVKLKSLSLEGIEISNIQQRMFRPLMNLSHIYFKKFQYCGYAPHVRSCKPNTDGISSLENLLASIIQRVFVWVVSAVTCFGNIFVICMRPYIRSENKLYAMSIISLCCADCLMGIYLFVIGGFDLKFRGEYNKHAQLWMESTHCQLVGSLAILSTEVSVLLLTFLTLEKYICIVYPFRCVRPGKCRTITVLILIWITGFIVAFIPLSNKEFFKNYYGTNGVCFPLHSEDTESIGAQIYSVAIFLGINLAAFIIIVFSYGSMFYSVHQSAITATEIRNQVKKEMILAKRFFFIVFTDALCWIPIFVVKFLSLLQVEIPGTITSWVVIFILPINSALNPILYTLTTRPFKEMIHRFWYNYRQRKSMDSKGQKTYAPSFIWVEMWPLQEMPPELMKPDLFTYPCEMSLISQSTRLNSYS
D1 antagonist – blocks dopamine activation of the human D1 receptor | P21728 | HEK293 TREx D1 cells, calcium flux, dopamine EC80; stronger effect = lower value | activity change, negative = inhibition, % at 10 µM | actives 3.2% (n = 360,000) | AID 504652; in the data active = activity change below about -30%; also: % is scaled to controls: 0 for no effect and ±100 for the full control effect
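Using tetracycline-induced force-coupled D1 Hek293 cells and a calcium dye, signals were followed for 180 s after compound, then for 180 s after EC80 dopamine, to detect inhibitors.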
D1 PAM – human D1 dopamine receptor positive modulation; P21728; HEK293 TREx D1 cells, calcium flux, dopamine EC20 potentiation; potentiation, % at 10 µM; actives 0.036% (n = 360,000); in the data active = potentiation above about 30%; also: 0% is about no effect
D2 potentiator – positive allosteric modulators of human D2 dopamine receptor; actives 0.34% (n = 340,000); HEK293 T-REx D2, calcium flux, EC20 dopamine potentiation; P14416; potentiation, % at 10 µM;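 active = potentiation over 3 SD above the plate norm, cut at about 30% in these data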; also: 0% is about no effect
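Cells plated with tetracycline inducer and held overnight at 30 C; calcium dye loaded 30–90 min at room temperature; baseline taken, compound added and read 180 s; EC20 dopamine then added and read 180 s.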
D2 agonist – agonists of human D2 dopamine receptor; P14416; HEK293 T-REx D2 cells, calcium flux agonist mode; activation, % at 2 µM; actives 0.53% (n = 340,000); AID 485358;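 active = activation over 3 SD above normal in the single-dose calcium agonist read, cut at about 30% in these data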; also: 0% is about no effect
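In this primary screen, compounds producing a positive calcium signal within 180 s of addition to tetracycline-induced, force-coupled HEK293 Trex D2 cells are flagged; cells are dye-loaded with a no-wash calcium kit beforehand.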
D1 ag – human D1 receptor agonism | P21728 | HEK293 T-REx D1 cells, calcium flux, agonist mode | activation, % at 2 µM | actives 1% (n = 360,000) | AID 504660; also: 0% is about no effect
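Tetracycline-induced HEK293 TREx D1 cells, force-coupled to calcium signalling, were dye-loaded with a no-wash calcium kit. Compound was pin-added after a 10 s baseline. Fluorescence was read kinetically at 1 cycle/s for 180 s, with calcium rises flagged as agonism.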
An asterisk follows results filed as active; . = no result given; & = joins results of further samples. Rule as the data show it, unless noted: active = activation above about 30%; inactive = the rest. Rows are unselected; 7.3% or so of the library scored in one or more.

SMILES	TRHR agonist	TRHR PAM	D2 antagonist	RXFP1 antagonist	D1 antagonist	D1 PAM	D2 potentiator	D2 agonist	D1 ag
Cc1nnc(NC(=O)CSc2nnc(C)n2-c2ccc(F)cc2)s1	1.7	-8	18	-5	-9	-6	-4	-0.8	2
Cc1ccccc1NC(=O)CSCc1cc(=O)n2ccsc2n1	-0.1	-5	0	-20	0	4	19	0.3	1
Cc1nn(-c2ccc(F)cc2)c(Cl)c1C(=O)NCC1CCCO1 (stereo unspecified)	0.4	-7	.	3	1	-3	.	.	0
COc1ccccc1NC(=O)CN1C(=O)C(c2ccc(F)cc2)=NC12CCCCC2	1.3	0	.	-14	-4	2	2	0.5	0
Cc1ccc(-c2nc3ncccc3o2)cc1NC(=O)c1ccccc1	-1.1	3	8	-7	18	0	-4	0.1	5
O=C(CSc1nnc(-c2ccncc2)o1)Oc1ccccc1	-0.5	4	-7	6	3	-1	10	-0.2	0
Cc1cc(OC(C)C(=O)N/N=C/CC(C)c2ccccc2)ccc1Cl (stereo unspecified)	0.9	-3	0	-1	-11	-5	-11	-0.3	1
COc1ccc(NC(=O)c2cccnc2Nc2ccc(OC)cc2)cc1	-0.1	11	-7	-6	-4	-8	-11	3.4	4
COc1ccc(NC(=O)CCCc2nnc3n(C)c(=O)c4sccc4n23)cc1	-0.1	-5	3	4	-31*	-10	-11	2.0	2
C=CCNc1nnc(SCC(=O)N2CCCCC2)c2ccccc12	5.5	-1	-1	0	10	0	7	-0.2	0

Record cards, as listed above:
Listed for COc1ccccc1NC(=O)CN1C(=O)C(c2ccc(F)cc2)=NC12CCCCC2 → TRHR agonist: 1.3; TRHR PAM: 0; D2 antagonist: .; RXFP1 antagonist: -14; D1 antagonist: -4; D1 PAM: 2; D2 potentiator: 2; D2 agonist: 0.5; D1 ag: 0
Listed for Cc1cc(OC(C)C(=O)N/N=C/CC(C)c2ccccc2)ccc1Cl (stereo unspecified) → TRHR agonist: 0.9; TRHR PAM: -3; D2 antagonist: 0; RXFP1 antagonist: -1; D1 antagonist: -11; D1 PAM: -5; D2 potentiator: -11; D2 agonist: -0.3; D1 ag: 1

Following part
SMILES	TRHR agonist	TRHR PAM	D2 antagonist	RXFP1 antagonist	D1 antagonist	D1 PAM	D2 potentiator	D2 agonist	D1 ag
COc1cccc(NC(=O)c2cc3cccc(OC)c3o/c2=N\O)c1	-1.2	0	15	.	14	1	13	1.2	3
Cc1ccccc1CSCC(=O)Nc1ccccc1F	-0.5	17	3	-4	1	3	9	1.3	0
Cc1cc2c(s1)c1cnn(Cc3c(F)ccc(F)c3Cl)c(=O)c1n2C	1.2	2	.	.	5	5	.	.	7
CCOC(=O)CNC(=O)c1cccnc1	-0.2	3	-2	8	4	1	8	0.2	1
CCOc1ccc(C(CC(=O)O)NC(=O)Cc2ccccc2)cc1OC (stereo unspecified)	0.0	-1	-15	3	-15	-1	-4	1.6	0
O=C(CCN1C(=O)c2ccccc2C1=O)Nc1cc(F)ccc1F	-0.4	4	-5	9	.	-3	20	0.6	0
Cc1cc(NC(=O)CSc2nnc3c(C)cc4cc5c(cc4n23)OCO5)no1	0.3	-4	14	.	-16	3	18	1.1	3
O=C(COC(=O)CNC(=O)c1ccco1)Nc1ccc(Cl)cn1	0.3	6	-3	-5	10	-1	-3	-1.2	2
CCOC(=O)CSc1nn(C)c(=S)s1	0.0	-6	3	.	-14	7	3	-0.7	-1
COC(=O)CSc1ccccc1C(=O)OC	2.0	-1	1	6	3	-6	-2	0.2	7

A different layout for some results above:
Compound,TRHR agonist,TRHR PAM,D2 antagonist,RXFP1 antagonist,D1 antagonist,D1 PAM,D2 potentiator,D2 agonist,D1 ag
O=C(CSc1nnc(-c2ccncc2)o1)Oc1ccccc1,-0.5,4,-7,6,3,-1,10,-0.2,0
Cc1cc(OC(C)C(=O)N/N=C/CC(C)c2ccccc2)ccc1Cl (stereo unspecified),0.9,-3,0,-1,-11,-5,-11,-0.3,1
COc1ccc(NC(=O)c2cccnc2Nc2ccc(OC)cc2)cc1,-0.1,11,-7,-6,-4,-8,-11,3.4,4
COc1ccc(NC(=O)CCCc2nnc3n(C)c(=O)c4sccc4n23)cc1,-0.1,-5,3,4,-31*,-10,-11,2.0,2
C=CCNc1nnc(SCC(=O)N2CCCCC2)c2ccccc12,5.5,-1,-1,0,10,0,7,-0.2,0
COc1cccc(NC(=O)c2cc3cccc(OC)c3o/c2=N\O)c1,-1.2,0,15,.,14,1,13,1.2,3
Cc1ccccc1CSCC(=O)Nc1ccccc1F,-0.5,17,3,-4,1,3,9,1.3,0
Cc1cc2c(s1)c1cnn(Cc3c(F)ccc(F)c3Cl)c(=O)c1n2C,1.2,2,.,.,5,5,.,.,7
CCOC(=O)CNC(=O)c1cccnc1,-0.2,3,-2,8,4,1,8,0.2,1
CCOc1ccc(C(CC(=O)O)NC(=O)Cc2ccccc2)cc1OC (stereo unspecified),0.0,-1,-15,3,-15,-1,-4,1.6,0
O=C(CCN1C(=O)c2ccccc2C1=O)Nc1cc(F)ccc1F,-0.4,4,-5,9,.,-3,20,0.6,0
Cc1cc(NC(=O)CSc2nnc3c(C)cc4cc5c(cc4n23)OCO5)no1,0.3,-4,14,.,-16,3,18,1.1,3

Continuation.
SMILES	TRHR agonist	TRHR PAM	D2 antagonist	RXFP1 antagonist	D1 antagonist	D1 PAM	D2 potentiator	D2 agonist	D1 ag
CCCCSc1nnc(-c2ccccc2NC(C)=O)c(=O)[nH]1	0.5	-2	.	-11	5	11	.	.	1
CN(C)/C=C/C(=O)/C=C/c1ccc(Cl)cc1	-0.2	8	.	-20	-8	0	.	.	0
CCCCOc1ccccc1NC(=O)c1ccc(=O)[nH]c1	-1.4	-2	-18	-2	0	0	-6	-1.0	2
CN(CCNC(=O)C1CCN(S(=O)(=O)c2cnc[nH]2)CC1)Cc1ccccc1	0.5	-11	10	-10	1	0	2	0.3	3
COC(=O)CSc1nc2ncc(Cl)cc2[nH]1	0.3	-10	-15	-1	-22	-5	-7	0.3	0
c1ccc2cc(OCCN3CCCC3)ccc2c1	0.8	-3	7	8	13	8	-15	1.0	6
O=C(c1ccc(Cl)c(S(=O)(=O)N2CCCC2)c1)N1CCN(c2ncccn2)CC1	-0.3	-3	-27	-3	-1	-1	6	0.8	5
CC(=O)Nc1ccc(NC(=O)COc2ccc(S(=O)(=O)N3CCCC3)cc2)cc1	0.6	1	2	-4	-2	7	11	-0.2	0
Cc1ccc(C)c(N2C(=O)CC(Cc3ccccc3)C2=O)c1 (stereo unspecified)	0.1	1	-2	4	12	-1	12	-1.0	-2
O=C(Nc1ccccc1Oc1cccnc1)C1CCCN(Cc2ccc(F)cc2)C1 (stereo unspecified)	-1.3	-4	15	0	-19	-5	-15	1.0	4
CCn1cnc2c(NCCc3cccnc3)nc(C#N)nc21	2.1&0.5	-3&5	.	.	12	-1&-1	.	.	1&-1
Cn1c(=O)n(C)c2cc(N3CCCCC3)c(NC(=O)c3ccccc3)cc21	-0.1	-13	2	5	-4	13	-1	0.2	0
O=c1[nH]nc(SCc2nnc(-c3ccc([N+](=O)[O-])cc3)o2)n1C1CCCCC1	-1.1	-2	4	6	-4	-2	-1	-0.4	5
COc1ccc(-c2nn(-c3ccccc3)cc2C(=O)Nc2nc(CC(C)=O)ns2)cc1	0.4	-3	13	7	-18	-1	-1	-0.4	2
Fc1ccc(CSc2nc3ncc(Br)cc3[nH]2)cc1	0.1	-5	5	-8	-8	-10	5	0.0	0
COc1ccc(Nc2nc(N3CCCCC3)c3ccccc3n2)cc1	-0.2	-3	2	-66*	-49*	-16	-5	0.9	8
C(/C=C/c1ccco1)=N/N1CCN(c2ccccc2)CC1	-0.2	-12	-1	-9	-6	-4	2	0.1	0
O=C(c1ccco1)N1CCN(C(=O)c2nn3cccnc3c2Cl)CC1	-0.1	-2	-5	-5	-2	-1	2	0.4	2
C=CCN(c1ccccc1)S(=O)(=O)c1cccc(C(=O)OCC(=O)NCCOC)c1	-0.4	9	-6	-2	8	0	-7	-0.6	1
COc1cc(C(=S)N2CCOCC2)ccc1OC(=O)c1cc([N+](=O)[O-])cc([N+](=O)[O-])c1	0.3	-2	-30	8	8	-5	2	0.5	1
Cc1coc(C)c1C(=O)CC1(O)C(=O)N(Cc2ccccc2)c2ccccc21 (stereo unspecified)	-0.8	4	-5	1	6	-6	15	-0.2	10
COc1ccc(S(=O)(=O)N2CCN(S(=O)(=O)c3ccc4c(c3)OCCO4)CC2)cc1C	0.8	3	5	-3	0	2	10	0.3	2
CC1CCN(C(=O)C(=O)Nc2sc3c(c2C(N)=O)CC(C)(C)OC3)CC1	0.0	-1	4	-12	-12	-2	-2	-0.3	1
CC(=O)C1=C(C)NC(C)=C(C(C)=O)C1c1ccccc1	-0.1	18	-1	-4	-5	-5	4	0.4	2
Nc1cc(Cl)ccc1C(=O)OCC(=O)N1CCOCC1	-0.1	-1	5	-14	-1	0	7	0.1	2
Cn1c(SCC(=O)Nc2ccccc2F)nnc1-c1cc2ccccc2o1	0.3	-4	-10	-2	-1	-1	-10	-0.1	4
Cc1cc(=O)[nH]c(N/N=C/c2ccc(-c3ccc(F)cc3)o2)n1	-0.4	-9	48*	-5	1	-2	-9	-0.6	0
CC(C)NC(=O)CN(C)S(=O)(=O)c1ccc(F)cc1	0.4	8	-4	6	4	-2	4	1.0	4
CC1(C)Cc2c(sc(NC(=O)C(=O)N3CCCC3)c2C(=O)O)CO1	0.1	1	10	-9	-2	4	2	-0.2	2
O=C(O)c1ccccc1COc1ccccc1Cl	0.1	7	5	-1	-1	0	19	-1.0	1
CCOc1cccc(NC(=O)/C(C#N)=C\c2cccnc2)c1	0.5	1	0	-11	4	-3	-2	1.2	2
O=C(c1ccc2noc(-c3ccccc3)c2c1)N1CCN(c2ccccc2)CC1	0.2	-3	-3	-4	-20	-8	-4	0.4	1
CC1Cc2ccccc2N1S(=O)(=O)c1cccc(C(=O)OCC(=O)NCc2ccco2)c1 (stereo unspecified)	0.6	-11	-24	3	-26	-1	-6	0.8	6
CNC(=O)N(O)C1N(NC(=O)Nc2cccc3ccccc23)C(=S)SC1(C)C (stereo unspecified)	-0.6	-12	-13	2	8	-6	-6	-0.2	0
O=C(/C=C/c1ccccc1)c1ccccc1O	-0.1	-3	.	.	7	-4	.	.	-2
Cc1ccc(C)c(Nc2nc3c(S(=O)(=O)c4ccccc4)nnn3c3ccccc23)c1	-0.3	4	1	17	13	1	4	0.2	1
O=C(NC1CC(=O)N(c2ccc(F)cc2)C1)C1CCCC1 (stereo unspecified)	0.5	-2	.	-12	.	-1	-6	1.2	3
COc1ccc(-c2c(C(C)=O)c(C)nc3sc4c(=O)[nH]nnc4c23)cc1	-0.5	8	2	-6	5	1	-3	-0.6	2
Cc1ccc(S(=O)OCC(=O)Nc2cc(Cl)ccc2N2CCOCC2)cc1 (stereo unspecified)	-0.3	1	7	-2	8	-7	8	0.4	0
